Screening data from PubChem BioAssay.
Tb PGK inh = qHTS Assay to Find Inhibitors of Phosphoglycerate Kinase; Phosphoglycerate kinase, glycosomal (Trypanosoma brucei brucei), P07378; PGK/GAPDH coupled, Kinase-Glo luminescence, 60 min; Potency, µM (top dose mostly 57.5 µM), without a hit: at the top dose activity change, negative = inhibition, usual class: inhibitors; hit rate 0.043% among 380,000; AID 602233, 2012; also: potency is read from the fitted curve at half-maximal effect; % is scaled to controls: 0 for no effect and ±100 for the full control effect; nearly all actives have a fitted effect of over 60% in size
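Recombinant glycosomal PGK reaction used 1,3-bisphosphoglycerate generated in-well by GAPDH (100nM final) in 100mM TEA pH 7.6, 5mM MgCl2, 0.01% Tween-20. After 60 minutes at room temperature, ATP was read by Kinase-Glo Plus luminescence end-point.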
POLK inh = qHTS for Inhibitors of Polymerase Kappa. AID 588579, 2011. purified Pol kappa, fluorescent DNA synthesis assay, 10 min. hit rate 0.53% among 400,000. Potency, µM (doses to about 107 µM), without a hit: at the top dose activity, negative = inhibition, actives largely listed as inhibitors; also: potency is read from the fitted curve at half-maximal effect; % is scaled to controls: 0 for no effect and ±100 for the full control effect
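Fluorescent qHTS in 1536-well format: enzyme (10 nM) and compound sat 15 min at room temperature before 50 nM substrate (final) was added. Signal taken at 0 and 10 min; no-enzyme buffer wells were negative controls.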
POLB inh = qHTS Assay for Inhibitors of DNA Polymerase Beta. P06746. Potency, µM (series often up to 114 µM), inactives show top-dose activity change, negative = inhibition, usual class: inhibitors. Pol beta primer extension/strand displacement, fluorescence kinetic. hit rate 1.3% among 340,000. AID 485314, 2010; also: potency is read from the fitted curve at half-maximal effect; % is scaled to controls: 0 for no effect and ±100 for the full control effect
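Curves were derived by four-parameter Hill fits of normalized qHTS data. The kinetic fluorescent primer-extension read was taken at 0 and 10 min after 50 nM substrate, following a 15 min room-temperature preincubation of 10 nM enzyme with compounds.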
APEX1 inh = qHTS Assay for Inhibitors of the Human Apurinic/apyrimidinic Endonuclease 1 (APE1); DNA repair nuclease/redox regulator APEX1 (Homo sapiens), P27695; recombinant APE1, TAMRA/BHQ-2 abasic DNA cleavage fluorescence; Potency, µM (highest dose often 65.8 µM), for the others: at the highest dose activity change, negative = inhibition, usual class: inhibitors; hit rate 0.35% among 350,000; AID 2517, 2012;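 also: potency is read from the fitted curve at half-maximal effect; plate controls were vehicle for no effect and reference inhibitor for full effect; nearly all actives have a fitted effect of over 55% in size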
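Kinetic fluorescence read (525 ex/598 em nm, three reads 60 s apart) of AP-site incision; signal = third minus first read. Enzyme 0.75 nM, dual-labelled THF duplex 50 nM, compound preincubation 15 min RT.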
Pol eta inh = qHTS for Inhibitors of Polymerase Eta | DNA polymerase eta (Homo sapiens), Q9Y253 | recombinant Pol eta, fluorescent DNA replication assay | Potency, µM (highest dose often 114 µM), without a hit: top-dose activity change, negative = inhibition, actives largely listed as inhibitors | hit rate 1.2% among 390,000 | AID 588591, 2011; also: potency is read from the fitted curve at half-maximal effect; % is scaled to controls: 0 for no effect and ±100 for the full control effect
Target sequence (Q9Y253 whole entry, looked up): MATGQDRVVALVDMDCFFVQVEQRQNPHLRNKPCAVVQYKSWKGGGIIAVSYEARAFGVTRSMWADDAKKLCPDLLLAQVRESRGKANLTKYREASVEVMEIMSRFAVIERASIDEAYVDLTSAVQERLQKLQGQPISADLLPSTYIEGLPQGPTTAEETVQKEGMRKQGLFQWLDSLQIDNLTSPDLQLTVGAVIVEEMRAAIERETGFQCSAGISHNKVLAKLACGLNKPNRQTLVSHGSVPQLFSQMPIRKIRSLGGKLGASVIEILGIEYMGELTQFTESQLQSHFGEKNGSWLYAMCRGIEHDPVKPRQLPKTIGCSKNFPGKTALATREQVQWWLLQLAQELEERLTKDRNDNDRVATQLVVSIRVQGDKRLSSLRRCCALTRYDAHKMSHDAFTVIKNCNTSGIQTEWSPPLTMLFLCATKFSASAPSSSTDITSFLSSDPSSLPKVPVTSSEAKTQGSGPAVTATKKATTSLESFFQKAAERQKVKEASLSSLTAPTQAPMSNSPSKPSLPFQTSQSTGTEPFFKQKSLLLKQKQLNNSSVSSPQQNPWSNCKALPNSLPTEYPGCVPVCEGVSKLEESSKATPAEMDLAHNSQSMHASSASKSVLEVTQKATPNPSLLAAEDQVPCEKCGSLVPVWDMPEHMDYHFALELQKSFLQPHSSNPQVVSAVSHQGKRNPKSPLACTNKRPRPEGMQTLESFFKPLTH
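Fluorescent replication assay: 50 nM final substrate added after a 15 min room-temperature compound preincubation with 10 nM enzyme. Signal taken at 0 min and again at 10 min.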
RXFP1 antagonist = qHTS Assay for Antagonists of the Relaxin Receptor RXFP1 | hit rate 0.59% among 350,000 | HEK293-RXFP1, relaxin-stimulated cAMP HTRF, 30 min; active compounds read low | Relaxin receptor 1 (Homo sapiens), Q9HBX9 | activity change, negative = inhibition, % at 57.5 µM | AID 1259400, 2018;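 active = activity change of -60% or lower, but not beyond a set lower limit; inconclusive = change between -60% and -40%, or beyond the set limit; inactive = change above -40%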; also: % is scaled to controls: 0 for no effect and ±100 for the full control effect
Apoferritin bind = qHTS Assay for Identification of Novel General Anesthetics | Potency, µM (doses to about 77.5 µM), for the others: top-dose activity change, negative = displacement, actives largely listed as inhibitors | hit rate 0.074% among 350,000 | apoferritin/1-aminoanthracene competitive binding, fluorescence | Ferritin light chain (Equus caballus), P02791; also: potency is read from the fitted curve at half-maximal effect; % is scaled to controls: 0 for no effect and ±100 for the full control effect; nearly all actives have a fitted effect of over 20% in size
Target sequence (P02791 2-175 limits assumed): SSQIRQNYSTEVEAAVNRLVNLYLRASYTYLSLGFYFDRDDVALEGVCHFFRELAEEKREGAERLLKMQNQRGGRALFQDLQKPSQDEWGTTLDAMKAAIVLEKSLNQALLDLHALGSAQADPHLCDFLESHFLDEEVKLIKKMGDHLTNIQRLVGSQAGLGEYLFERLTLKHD
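Probe: 1-aminoanthracene (50% saturated, PBS). Protein: horse-spleen apoferritin, 10 uM. Incubation: 10 min, room temperature. Detection: 380 nm excitation, 535 nm emission. Analysis: normalized response, four-parameter Hill.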
BLM helicase inh = qHTS Assay for Inhibitors of Bloom's syndrome helicase (BLM); RecQ-like DNA helicase BLM (Homo sapiens), P54132; recombinant BLM DNA unwinding, fluorescence dequenching; Potency, µM (highest dose often 56.1 µM), for inactives: at the top dose activity change, negative = inhibition, hits mostly inhibitors; hit rate 0.2% among 350,000;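 also: potency is read from the fitted curve at half-maximal effect; plate controls were vehicle for no effect and no enzyme for full effect; nearly all actives have a fitted effect of over 35% in size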
POLI inh = qHTS for Inhibitors of Polymerase Iota | Pol iota fluorescent replication assay, 10 min | Potency, µM (highest dose often 115 µM), for inactives: at the top dose activity, negative = inhibition, usual class: inhibitors | AID 588590, 2011 | hit rate 1% among 390,000 | DNA polymerase iota (Homo sapiens), Q9UNA4; also: potency is read from the fitted curve at half-maximal effect
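Fluorescent replication assay read twice, at 0 min and 10 min after adding 50 nM (final) substrate. Enzyme (10 nM) and compounds were first incubated 15 min at room temperature; enzyme-free buffer wells were negative controls.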
* marks the source's active call; other numbers are inactive results; i = inactive; u = inconclusive; x = no result given; & = joins results of further samples; [ ] = another dose, or the depositor's remark. Unless noted, calls follow the shape of the dose curve; as a rule, active = well fitted curve in the direction sought with a large enough effect; inconclusive = small, poorly fitted or top-dose-only effect, or another doubt; inactive = no such curve, though single readings can be large; an effect the other way counts as inactive or inconclusive.

Below each compound – Tb PGK inh	POLK inh	POLB inh	APEX1 inh	Pol eta inh	RXFP1 antagonist	Apoferritin bind	BLM helicase inh	POLI inh
1. CC(=O)Oc1ccc(C(=O)N2c3ccccc3NC(=O)C2C)cc1 (stereo not given)
  5%	-19%[60.1 µM]	24%	31%[activator]	-3%	3	3%	-2%	3%
2. CC(C)c1ccc(OCc2cccc(C(=O)N/N=C/c3cccnc3)c2)cc1
  -7%	-6%	-14%	9%	-7%	-32	u	-9%	101%[activator]
3. O=C(COc1ccc(C(=S)N2CCOCC2)cc1)N1CCOCC1
  0%	-4%	0%	5%	-7%	-4	0%	2%	6%
4. O=c1c2ccccc2oc2ncccc12
  0%	-11%	0%	2%	-17%	14	-16%	1%	5%
5. O=C(Nc1ccc(F)cc1F)c1cncc(Br)c1
  6%	0%	5%	-5%	-15%	-6	-7%	-15%	38%
6. CCOc1ccc2[nH]c3c(N4CCc5ccccc5C4)ncnc3c2c1
  2%	-14%	-17%	-3%	-23%	u	4%	-9%	13%
7. Cc1nc(SC(C)C(=O)Nc2ccccc2Cl)cc(-c2ccccc2)n1 (stereo not given)
  9%	-6%	2%	x	-6%	-72*	-7%	-9%	21%
8. O=C1C=CC(=Nc2ccc3c(c2)Cc2cc(F)ccc2-3)O1
  4%	-9%	x	x	-10%	-7	x	x	18%
9. CCOC(=O)c1oc2cc(C)cc(O)c2c(=O)c1-c1csc(C)n1
  -2%	4%	1%	-1%	5%	-10	-12%	-2%	-8%
10. Clc1c(CSc2nc3ccccc3o2)nc2ccccn12
  3%	-5%	2%	-4%	-6%	4	u	2%	u
11. CCC1=C(OC(=O)N(CC)CC)N2C(=O)OC(=NCC(=O)OC)[C@]2(C)[C@H]2C1=CC[C@H]1C(=O)N(CC)C(=O)[C@H]12
  -10%	-18%	17%	-4%&-1%	-3%	x	-9%&7%	-13%&-8%	17%
12. Cc1ccc(S(=O)(=O)/N=C(\CN2CCCCC2)N2CCOCC2)cc1
  -2%	-8%	30%	-5%	-11%	6	-10%	0%	17%
13. O=C(CN(c1ccccc1)S(=O)(=O)c1ccc(F)cc1)NC1CCS(=O)(=O)C1 (stereo not given)
  1%	-11%	-4%	3%	-5%	5	-11%	-2%	83%[activator]
14. CC1CCN(S(=O)(=O)c2ccc3c(c2)N(CC(=O)NCCCN2CCCCC2C)C(=O)CS3)CC1 (stereo not given)
  9%&1%	-6%	u	9%	-18%&1%	0&-3	-13%&-6%	4%&-3%	-1%&-13%
15. Cc1noc(C)c1C(=O)N1CCN(c2ccccc2O)CC1
  -3%	1%	x	9%	-9%	-1	x	x	15%
16. O=C(CSc1nnc(NC(=O)C2CC2)s1)NCc1cccs1
  9%	-1%	-22%	-1%	-3%	-1	-3%	-3%	22%
17. CCN(C(=O)COC(=O)CCCOc1ccc(Cl)cc1C)c1c(N)n(Cc2ccccc2)c(=O)[nH]c1=O
  -2%	-5%	x	x	1%	0	x	x	4%
18. Cc1ccc(-n2nnnc2SCn2nnc3ccccc3c2=O)c(C)c1
  i	-9%	35%	3%	-1%	2	-10%	1%	-11%
19. CCCn1c2ccccc2c2cnn(CC(=O)NCCCN3CCCCC3CC)c(=O)c21 (stereo not given)
  -5%&9%	5%&-6%	24%&31%	-6%	-5%&-7%	-28&7	0%&10%	-5%&-12%	35%&-7%[activator]
20. COc1cc([C@@H]2Nc3c(F)cccc3[C@@H]3C=CC[C@@H]32)cc(Br)c1OC
  -6%	7%	0%	x	-9%	-18	-7%	-7%	45%[activator]

Just Apoferritin bind and RXFP1 antagonist (six entries from above):
#	Structure	Apoferritin bind	RXFP1 antagonist
11	CCC1=C(OC(=O)N(CC)CC)N2C(=O)OC(=NCC(=O)OC)[C@]2(C)[C@H]2C1=CC[C@H]1C(=O)N(CC)C(=O)[C@H]12	-9%&7%	x
6	CCOc1ccc2[nH]c3c(N4CCc5ccccc5C4)ncnc3c2c1	4%	u
1	CC(=O)Oc1ccc(C(=O)N2c3ccccc3NC(=O)C2C)cc1 (stereo not given)	3%	3
16	O=C(CSc1nnc(NC(=O)C2CC2)s1)NCc1cccs1	-3%	-1
14	CC1CCN(S(=O)(=O)c2ccc3c(c2)N(CC(=O)NCCCN2CCCCC2C)C(=O)CS3)CC1 (stereo not given)	-13%&-6%	0&-3
13	O=C(CN(c1ccccc1)S(=O)(=O)c1ccc(F)cc1)NC1CCS(=O)(=O)C1 (stereo not given)	-11%	5

(cont.)
Below each compound – Tb PGK inh	POLK inh	POLB inh	APEX1 inh	Pol eta inh	RXFP1 antagonist	Apoferritin bind	BLM helicase inh	POLI inh
21. COc1ccc(NC(=O)Cn2ncc3c4ccccc4n(Cc4ccccc4)c3c2=O)cc1OC
  -5%	-3%	16%	x	-11%	4	-8%	-8%	35%[activator]
22. O=C(C1CC1)N(Cc1nc2ccccc2c(=O)[nH]1)Cc1cccs1
  4%	1%	36%	21%	-36%	11	-7%	0%	14%
23. Cc1ccc(F)cc1NC(=O)C1CCN(c2cnccn2)CC1
  i	-19%	-1%	-1%	-3%	8	-7%	-5%	-4%
24. Cc1nn(C)cc1CN(C)C(=O)c1cc2nc(-c3ccco3)cc(C(F)(F)F)n2n1
  -2%	-10%	14%	6%	-13%	4	77%[activator]	-18%	15%
25. CCCN1C(=O)/C(=C\C=C2/Sc3ccccc3N2CCO)SC1=S
  -7%	-11%	-22%	0%	-8%	5	-9%	-2%	-31%
26. O=C(O)c1cccc2c1C(=O)c1ccc(N3CCCC3)cc1S2(=O)=O
  0%	-5%	x	5%	2%	x	x	x	-17%
27. CCOC(=O)C1CCN(C(=O)C2CCN(S(=O)(=O)c3cccc4nsnc34)CC2)CC1
  -8%	3%	32%	41%	-5%	-2	-3%	-1%	38%[activator]
28. COc1cccc(Nc2cc(C)nc3ccccc23)c1
  -5%	17%	-1%	-9%	-14%	-20	-6%	45%[activator]	19%
29. O=C(COC(=O)Cc1cccc(C(F)(F)F)c1)NC1CCS(=O)(=O)C1 (stereo not given)
  -4%	-12%	x	-6%	-13%	-8	x	x	19%
30. CCOC(=O)c1c(CSc2ccc(CC)cc2)oc2ccc(O)c(CN(C)C)c12
  7%	0%	2%	54%[activator]	-15%	u	-13%	-5%	0%
31. COc1ccc(Cl)cc1NC(=O)C(OC)c1ccccc1 (stereo not given)
  -4%	0%	5%	-5%	u	-19	-11%	4%	128%[activator]
32. CC(=O)Oc1ccc(-c2ccc(C(=O)O)cc2)cc1
  15%	-14%	-27%	u	-15%	11	3%	2%	5%
33. COc1ccccc1Cc1nc2ccccc2nc1SCC(=O)N1CCCCC1
  -4%	-9%[60.1 µM]	2%	x	-1%	-32	12%	-5%	u
34. Cc1ccc(Cl)cc1N1CCN(C(=O)c2cc3c(=O)n(C)c4ccccc4c3n2C)CC1
  -6%	16%	82%	-2%	-14%	-6	1%	-2%	16%
35. O=C(NCCN1CCOCC1)c1ccc([N+](=O)[O-])cc1[N+](=O)[O-]
  2%	-3%	17%	-2%	u	-1	-6%	0%	26%
36. CC(Oc1ccc(Br)cc1Br)C(=O)Nc1cccnc1Cl (stereo not given)
  -1%	6%	6%	63%[activator]	-16%	-2	-7%	-5%	-4%
37. COCCCNCCOc1cc(C(C)C)ccc1C
  -8%	5%	-16%	0%	0%	-2	0%	1%	36%[activator]
38. Cc1cc(NC(=O)Nc2cccc(Cl)c2)n(-c2ccccn2)n1
  2%	-3%	28%	-20%	-9%	-12	6%	-17%	-10%
39. COC(=O)CCCCCNc1ccc(C(=O)OC)cc1N
  i	-9%	5%	2%	-17%	3	-8%	-3%	11%
40. O=C(Oc1ccc(N(C(=O)c2ccncc2)S(=O)(=O)c2cccs2)cc1)c1ccncc1
  -3%	-8%	0%	-4%	-19%	-1	-14%	-8%	-35%

Profiles, looked up by structure:
`CCOC(=O)c1oc2cc(C)cc(O)c2c(=O)c1-c1csc(C)n1` across the screens: Tb PGK inh = -2%; POLK inh = 4%; POLB inh = 1%; APEX1 inh = -1%; Pol eta inh = 5%; RXFP1 antagonist = -10; Apoferritin bind = -12%; BLM helicase inh = -2%; POLI inh = -8%
`Cc1ccc(S(=O)(=O)/N=C(\CN2CCCCC2)N2CCOCC2)cc1` across the screens: Tb PGK inh = -2%; POLK inh = -8%; POLB inh = 30%; APEX1 inh = -5%; Pol eta inh = -11%; RXFP1 antagonist = 6; Apoferritin bind = -10%; BLM helicase inh = 0%; POLI inh = 17%

(more compounds)
Below each compound – Tb PGK inh	POLK inh	POLB inh	APEX1 inh	Pol eta inh	RXFP1 antagonist	Apoferritin bind	BLM helicase inh	POLI inh
41. COc1cc(-c2cc(C(=O)Nc3ccc(C)c(S(=O)(=O)N4CCOCC4)c3)c3ccccc3n2)cc(OC)c1OC
  i	2%	x	39%	-14%	12	x	x	12%
42. CC1CCc2sc(C(=O)OCC(=O)NC(C)C)cc2C1 (stereo not given)
  -5%	0%	-3%	12%	1%	3	-3%	-1%	-5%
43. CCOc1ccc(-c2cc(N3C(=O)Nc4ccccc4N3O)on2)cc1
  3%	-2%	2%	-1%	-11%	-5	-9%	-1%	1%
44. O=C(/C=C/c1cccc([N+](=O)[O-])c1)n1cnc2ccccc21
  -4%	-6%	-9%	9%	5%	18	-4%	-11%	14%
45. O=C(C1CCN(Cc2ccc(Cl)cc2)CC1)N1CCN(Cc2ccc3c(c2)OCO3)CC1
  -8%	-11%	-25%	0%	-23%	-14	-7%	-3%	7%

A portion of the library. The share of hits here may be higher or lower than overall.
